PAFAH1B3 FP inh: PAFAH1B3 enzyme inhibitors, primary screen, biochemical, fluorescence polarization, human; Platelet-activating factor acetylhydrolase IB subunit alpha1 (Homo sapiens), Q15102; recombinant PAFAH1B3, FP-rhodamine probe; inhibition, % at 3.39 µM; 340,000 compounds, 0.28% hits;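 active means inhibition above the screen-wide average of all tested compounds plus 3 SD, cut at about 25% in these data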;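 further: 0% = enzyme with DMSO only and 100% = wells lacking PAFAH1B3 protein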
Target sequence (Q15102 whole entry, looked up): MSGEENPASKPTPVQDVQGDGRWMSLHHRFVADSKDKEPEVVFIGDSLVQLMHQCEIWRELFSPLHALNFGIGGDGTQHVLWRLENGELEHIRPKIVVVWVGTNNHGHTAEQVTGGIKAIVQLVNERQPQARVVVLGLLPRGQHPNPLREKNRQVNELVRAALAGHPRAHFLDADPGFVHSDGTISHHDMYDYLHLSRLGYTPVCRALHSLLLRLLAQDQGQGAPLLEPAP
PAFAH1B2 FP inh: PAFAH1B2 enzyme inhibitors, primary screen, biochemical, fluorescence polarization, human. 340,000 compounds, 1.2% hits. inhibition, % at 3.39 µM. recombinant PAFAH1B2, FP-rhodamine activity probe;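 active means inhibition above the mean of all tested compounds plus 3 SD, cut at about 24% in these data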;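 further: 0% = enzyme with DMSO and 100% = wells lacking PAFAH1B2; many of its hits are not listed in these tables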
Target sequence (P68402 whole entry, looked up): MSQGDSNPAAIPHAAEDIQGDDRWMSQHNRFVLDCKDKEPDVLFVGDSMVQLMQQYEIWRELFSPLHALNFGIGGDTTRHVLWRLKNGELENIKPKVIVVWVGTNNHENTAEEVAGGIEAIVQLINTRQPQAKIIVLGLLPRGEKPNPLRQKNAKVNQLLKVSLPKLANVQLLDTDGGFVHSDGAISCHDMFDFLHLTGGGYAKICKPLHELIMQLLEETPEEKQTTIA
LYPLA1 counter: LYPLA1 inhibitors, primary screen, counter-screen for PME1 inhibitor project, biochemical, fluorescence polarization, FP-Rh probe ABPP | inhibition, % at 5.9 µM | 320,000 compounds, 0.16% hits | recombinant LYPLA1 | AID 2174, 2009 | Acyl-protein thioesterase 1 (Homo sapiens), O75608;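 active means inhibition above the mean of all tested compounds plus 3 SD, set per campaign, cut at about 14% in these data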;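 further: inhibitors block serine hydrolase probe labeling of LYPLA1 so polarization falls; 0% = enzyme with DMSO and 100% = wells lacking LYPLA1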
PREPL inhibitor: PREPL enzyme inhibitors, primary screen, biochemical, fluorescence polarization; 320,000 compounds, 0.68% hits; AID 2751, 2010; recombinant PREPL, fluorescence polarization activity-based probe; inhibition, % at 5.96 µM; Prolyl endopeptidase-like (Homo sapiens), Q4J6C6; in the data active means inhibition above about 43%;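 further: 0% = enzyme with DMSO and 100% = wells lacking enzyme; many of its hits are not listed in these tables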
GSTO1 inh: inhibitors of recombinant GSTO1, primary screen, counter-screen for RBBP9 inhibitor project, biochemical, fluorescence polarization; Glutathione S-transferase omega-1 (Homo sapiens), P78417; activity-based probe fluorescence polarization; inhibition, % at 5.96 µM; 300,000 compounds, 1.1% hits;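 active means inhibition above the campaign mean inhibition plus 3 SD, cut at about 35% in these data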;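 further: 0% = GSTO1-1 with DMSO and 100% = wells lacking GSTO1-1 enzyme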
Target sequence (P78417 whole entry, looked up): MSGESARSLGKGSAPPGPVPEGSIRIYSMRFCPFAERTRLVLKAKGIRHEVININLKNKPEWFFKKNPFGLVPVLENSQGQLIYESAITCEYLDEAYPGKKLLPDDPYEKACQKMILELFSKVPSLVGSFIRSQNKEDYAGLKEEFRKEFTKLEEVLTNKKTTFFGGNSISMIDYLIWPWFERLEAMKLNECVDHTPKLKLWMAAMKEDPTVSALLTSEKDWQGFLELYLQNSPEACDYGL
pPAFAH inh: pPAFAH enzyme inhibitors, primary screen, biochemical, fluorescence polarization, human. Platelet-activating factor acetylhydrolase (Homo sapiens), Q13093. recombinant pPAFAH, FP-rhodamine probe fluorescence polarization. inhibition, % at 3.39 µM. 330,000 compounds, 1.5% hits. AID 463082, 2010;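 active means inhibition above the mean inhibition across the screen plus 3 SD, cut at about 25% in these data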;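 further: inhibitors block binding of the rhodamine activity-based probe so polarization drops; 0% = enzyme with DMSO and 100% = wells lacking pPAFAH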
PAFAH2 inh: PAFAH2 enzyme inhibitors, primary screen, biochemical, fluorescence polarization, human; Platelet-activating factor acetylhydrolase 2, cytoplasmic (Homo sapiens), Q99487; recombinant PAFAH2, FP-rhodamine activity probe; inhibition, % at 3.39 µM; 340,000 compounds, 0.99% hits;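 active means inhibition above the mean over all tested compounds plus 3 SD, cut at about 30% in these data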;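 further: inhibitors block probe labeling of enzyme so polarization drops; 0% = enzyme with DMSO and 100% = wells lacking PAFAH2 protein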
PAD4 inh: human PAD4 inhibitors, primary screen, biochemical, fluorescence polarization, 1536-well format; Protein-arginine deiminase type-4 (Homo sapiens), Q9UM07; recombinant PAD4, RCA probe fluorescence polarization; inhibition, % at 6.36 µM; 330,000 compounds, 0.41% hits;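 active means percent inhibition above a cutoff equal to the mean of all tested compounds plus 3 SD, cut at about 15% in these data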;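 further: 0% = PAD4 with RCA probe and DMSO and 100% = probe without PAD4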
LYPLA2 inh: LYPLA2 inhibitors, primary screen, counter-screen for PME1 inhibitor project, biochemical, fluorescence polarization, FP-Rh probe ABPP; Acyl-protein thioesterase 2 (Homo sapiens), O95372; recombinant LYPLA2; inhibition, % at 5.9 µM; 320,000 compounds, 0.38% hits;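 active means inhibition above the screen-wide mean plus 3 SD, limit set per campaign, cut at about 26% in these data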;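 further: 0% = LYPLA2 with DMSO and 100% = wells lacking LYPLA2 enzyme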
Target sequence (O95372 whole entry, looked up): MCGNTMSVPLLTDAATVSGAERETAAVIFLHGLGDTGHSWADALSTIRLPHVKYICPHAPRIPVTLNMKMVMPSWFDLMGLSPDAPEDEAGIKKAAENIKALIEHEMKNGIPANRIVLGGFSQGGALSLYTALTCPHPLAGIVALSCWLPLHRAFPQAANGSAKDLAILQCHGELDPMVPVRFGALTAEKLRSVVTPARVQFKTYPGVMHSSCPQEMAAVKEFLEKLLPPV
An asterisk follows results filed as active; · = not tested or not shown. This is a subset; count on the stated rates, not on these rows.

SMILES	PAFAH1B3 FP inh	PAFAH1B2 FP inh	LYPLA1 counter	PREPL inhibitor	GSTO1 inh	pPAFAH inh	PAFAH2 inh	PAD4 inh	LYPLA2 inh
CCCC(=O)Nc1cc(C)c(NC(=O)c2ccccn2)cn1	-3	0	-2	5	5	1	1	-4	7
CC/C(=N\NC(N)=O)c1ccc(OC(F)F)cc1	-3	5	-1	10	14	3	5	-6	-5
COc1ccc(-c2cc(=O)c3ccccc3[nH]2)cc1	5	-4	0	-9	6	1	12	-1	10
CN1C(=S)SC(/[N+]([O-])=C\c2ccccc2F)C1(C)C (centres undefined)	9	0	-8	8	19	-7	-12	1	2
C[N+]1(CCOc2ccc([N+](=O)[O-])cc2)CCOCC1	9	-7	1	-1	1	-1	6	0	1
Cc1ccc(CN(Cc2cc3cc4c(cc3[nH]c2=O)OCCO4)Cc2nnnn2Cc2ccco2)cc1	9	4	-7	7	-2	17	10	-12	-9
O=C(NN1C(=O)/C(=C\c2cccnc2)SC1=S)C(c1ccccc1)c1ccccc1	5	29*	-9	3	8	13	7	-11	-4
O=C(CSc1nc2c(cnn2-c2ccccc2)c(=O)[nH]1)NCC1CCCO1 (centres undefined)	1	4	·	8	·	-2	3	-6	·
CCN(CC)c1ccc(C(=O)OCC(=O)Nc2ccc3[nH]c(=O)[nH]c3c2)cc1	10	12	-1	29	-47	22	18	-3	-3
O=C1c2ccccc2C(=O)N1CCC(c1ccc(F)cc1)c1ccco1 (centres undefined)	4	7	1	6	0	5	-2	7	5
Cc1cccc(N(C(=O)c2sc(C)nc2C)C(C(=O)NCC2CCCO2)c2ccccc2)c1 (centres undefined)	5	2	-2	-2	1	6	1	0	-5
CC(c1ccco1)N(C(=O)COc1ccccc1[N+](=O)[O-])c1ccccn1 (centres undefined)	11	-2	0	2	-4	6	-5	-2	3
CCNc1nc(NCC)nc(N/N=C/c2ccc(O)c(OC)c2)n1	1	4	-2	-10	19	1	9	0	0
CN(C)c1ccc(/C=N/NC(=O)c2cccc(C(=O)N/N=C/c3ccc(N(C)C)cc3)n2)cc1	1	0	0	14	6	3	-2	5	-2
Cc1ccccc1OCCCC(=O)Nc1ccccc1C(F)(F)F	2	3	-3	9	-2	-2	-10	-6	3
Oc1cc(Nc2ccncc2)cc2cccnc12	-1	9	·	47*	·	6	-4	-4	·
c1ccc(-c2nc(NC3CC3)nc(-n3ccnc3)n2)cc1	10	4	0	15	-10	-8	0	-3	-3
COc1cc(C(C(=O)NCC2CCCO2)N(C(=O)Cn2nnc3ccccc32)c2ccc(C(C)=O)cc2)ccc1O (centres undefined)	2	2	-1	-3	7	1	-1	4	-1
Cc1noc(C)c1S(=O)(=O)N1CCC2(CC1)OCCO2	5	2	-2	5	-1	4	1	1	-3
CCc1occc(=O)c1Oc1cc(NN2CCCCC2)c([N+](=O)[O-])cc1[N+](=O)[O-]	-4	7	-1	8	9	1	5	1	-5
O=C(NCCNc1nccc(C(F)(F)F)n1)c1cccc(C(F)(F)F)c1	-1	9	1	1	11	3	-1	-2	7
COc1cccc(CC2(CO)CCCN(Cc3cc4ccccc4[nH]3)C2)c1 (centres undefined)	-3	2	0	-27	8	-1	6	-4	-3
COc1ccc(C2CC(c3ccc(OC)c(OC)c3)=NN2C(=O)c2ccccc2)cc1 (centres undefined)	5	3	1	-4	-11	6	0	-5	4
CCC(C)/C(C)=N/Nc1ccc(S(N)(=O)=O)cc1[N+](=O)[O-] (centres undefined)	6	0	0	25	1	1	-1	4	5
O=C(c1cc(-c2ccccc2)nn1-c1ccccc1)N1CCN(S(=O)(=O)c2ccc(F)cc2)CC1	4	9	2	-1	0	3	-3	-2	5

(cont.)
SMILES	PAFAH1B3 FP inh	PAFAH1B2 FP inh	LYPLA1 counter	PREPL inhibitor	GSTO1 inh	pPAFAH inh	PAFAH2 inh	PAD4 inh	LYPLA2 inh
O=C(CCc1nc(-c2ccccc2)no1)NCCc1ccccc1	3	7	-2	-20	1	4	-2	3	-4
COc1cc2c(cc1OC)C(c1ccccc1O)NCC2 (centres undefined)	5	5	-1	-6	5	6	11	-1	0
O=C(CC1C(=O)NCCN1Cc1ccc(F)cc1Cl)NCc1ccon1 (centres undefined)	14	8	2	3	5	5	4	-3	-3
Cc1ccc(C(=O)Oc2cccc(NC(=O)c3cccs3)c2)cc1S(=O)(=O)N1CCOCC1	-4	-3	-44	-17	12	-31	-21	-7	-81
Cc1cc(C)c(S(=O)(=O)N2CCCC2=O)c(C)c1	6	6	2	-15	-7	6	-1	-7	3
Cc1ccn2cc(-c3cccc(NC(=O)CCC(=O)O)c3)nc2c1	6	2	2	12	-10	-2	2	-6	2
COc1cccc(C(=O)N2CCN(Cc3ccccc3[N+](=O)[O-])CC2)c1	-5	1	-2	-1	2	1	3	-2	-5
C=CCN(c1ccccc1)S(=O)(=O)c1ccc2c(c1)oc(=O)n2C	-2	17	-3	6	4	-11	8	-1	2
Cc1ccc(C(=O)COc2nc(C)nc3ccccc23)cc1	0	4	1	8	16	0	2	-3	24
O=C(NC1CCSC1=O)c1ccccc1 (centres undefined)	5	7	-2	18	8	3	-3	-2	1
COc1cccc(/C=N/NC(=O)c2ccc(N(C)S(=O)(=O)c3ccccc3)cc2)c1OC	-5	1	-12	-3	1	2	0	-5	-5
CN(C)c1cc(-c2cccc([N+](=O)[O-])c2)oc(=O)c1Cl	-1	0	2	4	-1	-2	6	-1	2
CC(C)(C)NS(=O)(=O)c1ccc(CCC(=O)Nc2ccc3c(c2)OCCO3)cc1	11	2	-2	-7	0	0	8	0	-1
O=C1CN(C(=O)c2ccc(Br)o2)C(c2ccccc2)c2cc(F)ccc2N1 (centres undefined)	-1	7	-6	8	-3	1	0	-5	-3
CCC(=O)Nc1ccccc1C(=O)OCC(=O)c1ccccc1	4	8	2	14	0	-2	-4	1	2
O=C(Cn1nc(C(=O)O)c2ccccc2c1=O)Nc1ccc2c(c1)C(=O)c1ccccc1C2=O	·	·	0	11	1	6	·	4	7
CCC(=O)N/C(N)=N/c1nc(C)c2cc(OC)ccc2n1	7	7	-5	9	-6	1	2	-5	-1
c1csc(C(c2nnnn2C2CCCC2)N2CCOCC2)c1 (centres undefined)	0	1	0	13	2	6	-2	-5	-4
CCC(C)c1ccc(NC(=S)NCCn2cc(Br)cn2)cc1 (centres undefined)	6	10	3	-5	-6	2	5	3	0
O=C(NC(NC(=O)c1ccccc1)C(=O)c1ccccc1)c1ccccc1	4	3	-3	-9	4	6	5	0	0
Cc1ccc2c(c1)cc(CN(CCc1ccccc1)C(=O)N1CCOCC1)c1nnnn12	0	5	-3	-20	-1	-1	-5	3	-1
COC(=O)c1cc(NC(=O)c2c(F)c(F)c(F)c(F)c2F)cc(C(=O)OC)c1	10	1	-11	-15	-15	3	-6	-5	-4
N#Cc1ccc(/C=C2\CCn3c2nc2cc(C(=O)O)ccc2c3=O)cc1	5	6	3	7	-8	-7	-9	-3	7
CC(C)c1ccc(NC2CCCN(C(=O)CCN3CCCCC3=O)C2)cc1 (centres undefined)	3	-3	2	10	-1	6	-3	-2	5
COc1cc(C#N)ccc1OC(=O)C1CCN(C(=O)c2ccc(F)cc2)CC1	-2	-3	-2	3	0	5	-1	3	4

Further results follow:
SMILES	PAFAH1B3 FP inh	PAFAH1B2 FP inh	LYPLA1 counter	PREPL inhibitor	GSTO1 inh	pPAFAH inh	PAFAH2 inh	PAD4 inh	LYPLA2 inh
CN1C(C)(C)CC(NC(=O)CCC(=O)NC2CC(C)(C)N(C)C(C)(C)C2)CC1(C)C	7	2	-2	23	-4	1	-7	3	0
CC1CCN(C(=O)c2nc[nH]c2C(=O)OCCNC(=O)OC(C)(C)C)CC1	5	0	-1	-1	·	-1	1	2	-2
Cc1cccc(-c2noc(-c3ccno3)n2)c1	4	6	1	10	-7	11	-12	1	-3
Nc1nc(SCC(=O)Nc2ccc(Br)cc2F)n[nH]1	-2	-1	2	-2	0	3	3	-3	5
Cc1ccc(S(=O)(=O)NCCSC(C)(C)C)cc1	5	5	2	-4	-5	15	-1	0	4
CCCCCCCCNc1ncnc2ccccc12	4	0	-3	-6	-6	-4	-3	-3	-3
Cc1cc(NC(=O)CSc2nnnn2C2CCCC2)no1	8	1	0	13	0	3	-5	6	-2
COc1ccc(S(=O)(=O)Nc2cccc(-n3cnnn3)c2)cc1	5	5	0	-1	-3	3	3	0	-1
COc1ccc(C2=CSC3=NCCN23)cc1[N+](=O)[O-]	13	5	-3	16	-5	0	-12	-2	-3
COc1ccc(C2CC2/C(=N/O)c2ccccn2)cc1 (centres undefined)	10	-1	-3	8	4	-3	-7	-1	3
COc1ccccc1CNC(=O)CCc1nc2ccccc2c(=O)[nH]1	2	1	0	-3	2	-3	-2	-1	3
Cc1ccc(C[n+]2cc(-c3ccc(Cl)cc3)n3c2CCC3)cc1	·	·	6	9	5	2	·	0	5
CCOC(=O)c1c(NC(=O)COC(=O)Cc2n[nH]c(=O)c3ccccc23)sc(C(=O)N(C)C)c1C	5	-4	-2	0	8	5	2	-2	-5
O=C1CCN(Cc2ccccc2)CCN1CCSc1ccccc1	8	-1	-1	7	3	-3	-2	-2	0
O=C(O)c1ccc(CSc2nnc(-c3cccnc3)n2-c2ccc(Br)cc2)cc1	3	2	1	-2	6	-4	-3	2	1
Cc1cc(C)n(-c2nnc3n2N=C(c2ccccc2)CS3)n1	9	4	-2	4	5	3	0	-4	-4
CC1=CC(C)(C)[N+](C)(C)c2ccc(C)cc21	-4	8	-2	6	8	-9	7	0	-8
CCCn1nc(C(=O)OCC(=O)Nc2ccc(C(N)=O)cc2)c2ccccc2c1=O	3	2	·	0	·	-1	-3	1	·
O=C(CC(Cc1ccccc1)c1ccco1)NCc1ccco1 (centres undefined)	-5	8	-1	-3	17	0	3	2	0
CCN(CC(=O)Nc1ccc(OC)cc1)C(=O)CCS(=O)(=O)c1ccc(C)cc1	-1	4	0	13	5	3	-1	4	4
COc1ccc2sc(-c3ccc(N(C)C)cc3)c(C#Cc3cncn3C)c2c1	19	12	·	46*	·	42*	6	2	·
Cc1cccc(C)c1NC(=O)CN(C1CCCCC1)S(C)(=O)=O	10	1	1	10	3	-1	-3	-8	3
O=C(c1ccc([N+](=O)[O-])o1)N1CCCCCC1	-2	-1	·	22	·	2	5	-2	·
COCC(C)n1c(C)cc(C(=O)COC(=O)c2ccc3ncsc3c2)c1C (centres undefined)	-7	3	1	11	-1	3	18	7	6
CCOC(=O)N1CCN(S(=O)(=O)c2ccc3c(c2)CCN3C(=O)C2CC2)CC1	6	-6	6	10	-2	-1	-7	1	9
COc1ccc(NC(=O)C(NC(C)=O)C(=O)Nc2ccc(F)cc2)cc1 (centres undefined)	3	-5	0	1	3	-4	-2	-6	-1
